Screens as filed in PubChem.
HUVEC tox TNFa: toxic to HUVEC cells under TNF alpha stimulation | hit rate 0.17% among 93,000 | HUVEC TNFalpha-stimulated, Hoechst cell count, imaging | AID 848 | cell count reduction, % at 2 µM;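 active means cell count reduction exceeding the screen mean by over 5 SD, scaled to untreated wells per plate, cut at about 78% in these data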;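 further: cells counted after 24 h of TNF alpha exposure following the 1 h pretreatment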
MT1-MMP txn act: MT1-MMP promoter transcription activation; HT1080 MT1-MMP promoter luciferase reporter, luminescence, overnight; stronger effect = higher value; activation factor at 10 µM; hit rate 0.16% among 86,000; AID 750;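 active means activation factor of at least 2 for MT1-MMP transcription at 10 µM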
IL1B cytotox: toxic to HUVEC cells under IL-1B stimulation | HUVEC cell count loss, Hoechst imaging, IL-1B stimulated | hit rate 0.41% among 94,000 | cell count reduction, % at 2 µM | AID 845;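 active means cell count reduction more than 3 SD above the screen-wide mean, cut at about 70% in these data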;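 further: normalized per plate to untreated control cells as the no-loss baseline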
Calb biofilm kill: kills Candida albicans biofilms | C. albicans biofilm + clotrimazole, Alamar Blue | inhibition, % at 6 µM | hit rate 0.14% among 85,000;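 active means inhibition above 20%; inactive means inhibition below 20%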;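 further: preformed 24 hr biofilms exposed to compound for 48 hr; 0% = biofilm without compound and 100% = blank killed by clotrimazole plus chlorhexidine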
hDAT+cocaine: changed human dopamine transporter uptake under cocaine IC80 | Q01959 | LLC-PK1 hDAT cells, [14C]-dopamine uptake with cocaine IC80; actives deviate in either direction | B-score at 10 µM | hit rate 1.3% among 110,000 | AID 449768;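 active means Z score or B-score, a plate-position-corrected score, falls beyond the plate's 99.7% confidence bounds, in either direction; inactive means both scores lie inside the 99.7% bounds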;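 further: scored against the spread of the other compound wells on the same plate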
VCAM1 TNFa inh: reduces TNF alpha induced VCAM1 expression in HUVEC; HUVEC TNFa-induced VCAM-1 immunofluorescence, high-content imaging; inhibition, % at 2 µM; hit rate 0.48% among 95,000;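 active means inhibition above the batch mean plus 3 SD, with images confirmed as a hit by eye, cut at about 37% in these data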;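 further: 0% = TNF-stimulated DMSO wells and 100% = unstimulated control wells; not every result past the cut was called active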
Smad3 FoxH1 inh: blocks human Smad3 binding to FoxH1 peptide; hit rate 0.29% among 88,000; AID 630; P84022; inhibition, % at 25 µM; TR-FRET Smad3/Dy647-FoxH1 peptide binding, europium anti-His;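 active means compounds that reduce the energy-transfer binding signal between the protein and its labelled peptide by more than half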;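 further: 0% = Smad3 plus labelled peptide maximal FRET and 100% = peptide-only background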
F-actin modifier: cytoskeleton assembly modification | AID 836 | hit rate 0.18% among 91,000 | HUVEC TNFa F-actin phalloidin imaging, high content | inhibition, % at 2 µM;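 active means inhibition above the batch mean plus 3 SD and confirmed as a hit by visual image inspection, cut at about 30% in these data, passing the limit was not always enough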; further: strong numbers were not always called active
PTPN22 inh 2: inhibitors of human LYP (PTPN22) phosphatase; inhibition, % at 2 µM; Q9Y2R2; recombinant LYP catalytic domain, DiFMUP fluorescence; hit rate 0.21% among 96,000; AID 640;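 active means inhibition at 2 µM at or above a set limit, the screen mean plus 3 SD, cut at about 24% in these data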;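 further: 0% = DMSO with enzyme and 100% = enzyme fully blocked by orthovanadate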
Target sequence (Q9Y2R2 whole entry, looked up, the tested form may be a part): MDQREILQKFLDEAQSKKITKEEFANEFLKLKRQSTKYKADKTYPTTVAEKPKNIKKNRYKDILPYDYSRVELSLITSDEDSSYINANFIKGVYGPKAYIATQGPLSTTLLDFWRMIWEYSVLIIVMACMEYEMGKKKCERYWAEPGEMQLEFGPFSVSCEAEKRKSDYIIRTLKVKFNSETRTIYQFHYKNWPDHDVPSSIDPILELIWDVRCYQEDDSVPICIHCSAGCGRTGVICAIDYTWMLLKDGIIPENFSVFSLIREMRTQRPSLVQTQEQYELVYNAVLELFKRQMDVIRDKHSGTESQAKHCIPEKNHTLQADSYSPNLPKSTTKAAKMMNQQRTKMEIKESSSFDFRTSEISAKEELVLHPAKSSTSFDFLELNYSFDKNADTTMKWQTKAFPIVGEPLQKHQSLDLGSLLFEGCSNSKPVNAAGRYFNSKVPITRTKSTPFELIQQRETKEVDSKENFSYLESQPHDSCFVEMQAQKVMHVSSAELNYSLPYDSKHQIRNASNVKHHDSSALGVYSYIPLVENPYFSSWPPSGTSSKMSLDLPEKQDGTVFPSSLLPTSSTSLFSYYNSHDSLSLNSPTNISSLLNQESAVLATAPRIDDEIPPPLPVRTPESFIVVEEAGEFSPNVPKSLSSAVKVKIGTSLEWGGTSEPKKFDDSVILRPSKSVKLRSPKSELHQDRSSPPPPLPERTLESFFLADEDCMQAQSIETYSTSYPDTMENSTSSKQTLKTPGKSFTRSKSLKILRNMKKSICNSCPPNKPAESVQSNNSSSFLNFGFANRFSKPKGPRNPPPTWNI
* hit, by the source's call; . = not tested or not shown; [ ] = dose if it differs, or a comment. An excerpt, so the mix of outcomes need not match the whole.

SMILES	HUVEC tox TNFa	MT1-MMP txn act	IL1B cytotox	Calb biofilm kill	hDAT+cocaine	VCAM1 TNFa inh	Smad3 FoxH1 inh	F-actin modifier	PTPN22 inh 2
CC(C)(C)NC(=O)C(c1ccco1)N(C(=O)c1csnn1)c1ccccc1 (stereo unspecified)	-25	1.1	-39	-1	0.68	16	3	7	-13
Cc1nc(NNC(=O)c2ccc([N+](=O)[O-])cc2)cc(-c2ccccc2)n1	-11	1	-3	1	.	11	7	.	0
Cc1cc(NC(=O)c2cnn3c(C(F)(F)F)cc(-c4ccccc4)nc23)no1	19	1.1	-50	2	0.23	12	6	10	10
Cc1ccc(CNC(=O)C(OC(=O)c2ccco2)C(C)C)cc1 (stereo unspecified)	.	1.1	.	2	1	.	2	.	.
Cc1ccc2c(CC(=O)NCC3COc4ccccc4O3)coc2c1 (stereo unspecified)	.	1	.	9	0.79	.	11	.	.
C[n+]1cc[nH]c1SCC(=O)c1ccccc1	-9	1.7	7	-2	0.004	-18	12	25	6
O=C1CCCC2=C1C(c1ccc(Cl)cc1)C1C(=O)c3ccccc3C1=N2 (stereo unspecified)	7	.	-8	.	2.6*	-17	.	-21	7
COC(=O)CSc1nc2ccc(NC(C)=O)cc2s1	-16	1	-23	9	-0.16	3	13	-8	0
COc1cc(C(=O)OCCN2CCOCC2)ccc1O	-30	1.1	-7	10	-0.51	17	-2	-20	-4
COC(=O)C1=C(C)NC(C)=C(C(=O)OC)C1c1cc2ccc(C)cc2[nH]c1=O	-3	1.1	-27	3	-0.56	-12	6	3	0
COCc1c(Br)c(C)nc(OCC(=O)O)c1C#N	-18	1	13	5	-0.16	11	-7	4	9
Cc1ccc(N(CN2C(=O)NC(C)(C)C2=O)CN2C(=O)NC(C)(C)C2=O)cc1	.	1.1	.	2	-0.77	.	12	.	.
O=C(O)CCC(=O)Nc1ccccc1C(=O)NCc1ccco1	7	1.2	-41	6	-0.65	17	-4	-3	-6
O=S(=O)(c1ccc(Br)s1)N1CCc2ccccc2C1	-1	1.1	-7	.	0.4	-7	.	-13	4
COc1ccc(OC)c(NC(=O)CSc2nnc(CCCO)n2-c2ccccc2)c1	-10	1.1	-28	.	2.9*	-9	7	10	3
CCCCCNC(=O)C(C#N)c1nc2ccccc2nc1N1CCCC1 (stereo unspecified)	-12	1.2	-3	9	-0.12	-6	-5	11	5
NC(=S)Cc1nc2n(n1)Cc1ccccc1-2	7	.	-10	.	0.06	44	.	0	-3
O=C(C#Cc1ccccc1)c1cccc([N+](=O)[O-])c1	-4	1	-13	2	-0.26	-1	4	4	-6
CCCCN1C(=O)C(NC(C)=O)c2cc(Br)ccc21 (stereo unspecified)	.	1.3	-10	3	0.28	.	4	-39	5
CCCCn1c(-c2csc3ccccc23)n[nH]c1=S	-11	.	-9	.	.	-31	.	-2	-1
O=C(Nc1ccc(Cl)cc1)N1CCSCC1	-2	1.1	-17	2	.	3	7	0	-9
COc1ccc(CCNC(=O)C23CN(Cc4ccccc4)CC2C(c2ccc([N+](=O)[O-])cc2)=NO3)cc1 (stereo unspecified)	14	.	3	.	0.24	8	.	13	5
Cc1nnc(SCc2nnc(-c3ccccc3Br)o2)n1-c1ccccc1	-5	1.2	-13	-2	-0.021	-2	2	-10	10
CCOC(=O)c1ccc(S(=O)(=O)Nc2ccc3cn[nH]c3c2)cc1	-18	1.2	-10	10	-0.89	1	4	24	6
N#CC1=C2SCC(O)(c3ccccc3)N2C(=O)CC1c1ccccc1 (stereo unspecified)	18	0.5	-5	5	-0.011	39	6	-6	4
CCn1c(SCc2nc(-c3ccc(OC)c(OC)c3)no2)nnc1-c1cccs1	1	1.3	-1	7	1.9	2	7	11	-5
CCCS(=O)(=O)N1CCN(CCCc2ccccc2)CC1	-12	1.1	-38	-1	-0.43	7	-11	-11	-3
O=C(CN1CCN(Cc2ccccc2F)C1=O)NCCN1CCOCC1	-29	1.1	-7	6	0.78	26	4	14	-5
CCCCc1cc(=O)oc2c(CN(C)C)c(O)c(Cl)cc12	-17	1.2	-38	-5	0.88	-19	11[fluorescence artefact?]	21	0
CC1CCCCN1C(=O)CN1C(=O)CN(C)C(=O)c2ccccc21 (stereo unspecified)	-12	1.1	3	7	-0.0037	-6	9	14	1
O=C(CSc1nnc2n1CCCN2C(=S)Nc1ccc(Cl)cc1)c1ccccc1	0	1	-4	7	-0.71	41	7	-11	-10
O=C(O)CCCC(=O)Nc1ccc(Br)cc1	8	.	2	.	0.57	-11	.	-26	-2
CC(=O)NCCOc1nc(N(C)C)nc(N(C)C)n1	-12	1.1	-63	13	-0.064	2	4[fluorescence artefact?]	-3	-1
CCCCOC(=O)C1Cc2ccccc2C(=O)O1 (stereo unspecified)	-18	.	-17	2	-0.0099	23	2	-5	-8
CCOc1ccc(Br)cc1S(=O)(=O)N1CC(C)OC(C)C1 (stereo unspecified)	-26	1.1	-13	4	0.7	14	0	16	-8
Cc1ccc(S(=O)(=O)N(C)c2ccc(OCC(=O)O)cc2)cc1	-12	1.1	-45	7	-1.9	14	-12	-2	9
CCc1ccccc1N1C(=O)C2CC(C)=C(C)CC2C1=O (stereo unspecified)	-12	0.9	-20	9	-0.8	6	0	0	13
COc1ccc(CNC(=O)COC(=O)c2n[nH]c3ccccc23)cc1OC	-3	1	-22	3	1.5	19	3	-2	-4
CCc1cc2c(=O)c(-c3nc4ccccc4n3C)c(C)oc2c(CN2CCOCC2)c1O	-30	1.1	8	7	-0.95	1	-8	-9	7
COCCn1c(C)cc(C(=O)CSc2ncn[nH]2)c1C	-2	1.3	-4	3	-1.1	-1	3	5	-10
CCOC(=O)Cc1csc(NC(=O)CCNS(=O)(=O)c2ccc3c(c2)CCC(=O)N3)n1	2	1	8	-1	-0.59	16	-10	-9	-6
CCCC(=O)n1nc(-c2ccco2)nc1N	-27	1.2	-6	5	-0.94	6	-2	.	-5
CC(C)c1ccc(NC(=O)C(c2ccc3c(c2)OCO3)N2CCC3(CC2)OCCO3)cc1 (stereo unspecified)	.	1	.	6	0.8	.	1	.	.
CCSc1nc2nc(C)cc(C)n2n1	-27	1.2	11	0	-0.44	-2	-7	12	-4
COc1ccc(O)c(C(=O)c2cc(C#N)c(=O)n(CC3CCCO3)c2)c1 (stereo unspecified)	-18	1.3	-8	8	-0.11	13	-10	36	5
COc1cc(OC)c2nc(C)c3c(c2c1)N(c1ccc(O)cc1)CC3	-16	.	-42	.	.	9	.	30	-8
COc1ccccc1CNC(=O)C(CC(C)C)NS(=O)(=O)c1ccc2c(c1)oc(=O)n2C (stereo unspecified)	-13	.	-7	10	1.1	20	1	-6	3
CCOc1cc(-c2noc(CCC(=O)Nc3cccnc3)n2)ccc1OC	.	1.1	.	3	1.3	.	-3	.	.

Another view of part of the listing above.
structure,HUVEC tox TNFa,MT1-MMP txn act,IL1B cytotox,Calb biofilm kill,hDAT+cocaine,VCAM1 TNFa inh,Smad3 FoxH1 inh,F-actin modifier,PTPN22 inh 2
CCOC(=O)Cc1csc(NC(=O)CCNS(=O)(=O)c2ccc3c(c2)CCC(=O)N3)n1,2,1,8,-1,-0.59,16,-10,-9,-6
CCCC(=O)n1nc(-c2ccco2)nc1N,-27,1.2,-6,5,-0.94,6,-2,.,-5
CC(C)c1ccc(NC(=O)C(c2ccc3c(c2)OCO3)N2CCC3(CC2)OCCO3)cc1 (stereo unspecified),.,1,.,6,0.8,.,1,.,.
CCSc1nc2nc(C)cc(C)n2n1,-27,1.2,11,0,-0.44,-2,-7,12,-4
COc1ccc(O)c(C(=O)c2cc(C#N)c(=O)n(CC3CCCO3)c2)c1 (stereo unspecified),-18,1.3,-8,8,-0.11,13,-10,36,5
COc1cc(OC)c2nc(C)c3c(c2c1)N(c1ccc(O)cc1)CC3,-16,.,-42,.,.,9,.,30,-8

Next results:
SMILES	HUVEC tox TNFa	MT1-MMP txn act	IL1B cytotox	Calb biofilm kill	hDAT+cocaine	VCAM1 TNFa inh	Smad3 FoxH1 inh	F-actin modifier	PTPN22 inh 2
CCCC(CCC(=O)OC)(C(=O)OCC)c1csc(N)n1 (stereo unspecified)	1	1.2	-7	2	-0.42	15	0	-2	6
O=C1c2ccccc2C(=O)N1CCCCN1CCN(CCCCN2C(=O)c3ccccc3C2=O)CC1	-16	1.1	14	5	.	3	8	15	4
Cc1ccc(NC(=O)c2oc3ccccc3c2NC(=O)c2ccc3c(c2)OCO3)cc1	-24	1.2	-30	4	1.8	-23	11	-19	-3
O=C(CCSCc1ccccc1F)N1CCN(c2ccccn2)CC1	.	1.4	.	9	1.9	.	-12	.	.
CN1C(=O)C(O)(C2OC(C)(C)CCC2=O)c2ccccc21 (stereo unspecified)	-3	1.2	29	-1	-0.49	10	10	-8	0
Cc1ccc(Oc2ccc(-c3nc(N)nc(N)n3)cc2)cc1	2	1.1	86*	4	0.34	-2	-4	-4	-5
CCOC1(OCC)N=C(N)C2(C#N)C(c3ccc(NC(C)=O)cc3)C12C#N (stereo unspecified)	-7	1.2	-5	9	0.018	4	2	-49	-2
CS(=O)(=O)N1CCN(c2ccccc2NC(=O)Cc2ccccc2)CC1	1	1	5	-2	-0.58	15	-6	-1	2
Cc1ccc(-c2nn(-c3ccccc3)cc2/C=C(\C#N)c2cccc(C#N)c2)o1	-11	1.3	-11	1	0.7	0	5	4	-9
Cc1ccc(C(=O)NCCSC2CCCCC2)cc1S(=O)(=O)Nc1ccccc1	7	.	-39	.	1.2	3	.	-12	2
CCOc1ccccc1NC(=O)C1C2C=CC(C2)C1C(=O)O (stereo unspecified)	-65	1.2	-115	2	-1.3	21	-8	9	-2
CCOC(=O)c1nnn(CC(=O)Nc2cccc(F)c2)c1C(=O)OCC	-17	1.2	-12	2	0.38	12	5	-8	-3
COc1cccc(NC(=O)c2ccccc2-c2nc(-c3ccc(Cl)cc3)no2)c1	-34	1.7	3	9	0.0012	-8	11	-6	-14
O=C1CC(c2ccc3c(c2)OCO3)C2=C(CCCC2=O)N1 (stereo unspecified)	-38	1.1	-24	7	0.085	-1	-6	4	-8
CCOc1cc(/C=C2/SC(=O)N(CC(=O)N3CCc4ccccc4C3)C2=O)ccc1OCC(=O)O	-26	.	8	.	1.2	2	.	-5	2
CCCOc1ccccc1C1NC(=O)NC(C)=C1C(=O)OCCOC (stereo unspecified)	.	1.1	8	4	-0.42	-5	14	-25	-12
CN(C(=O)c1ccc2c(=O)n3c(nc2c1)CCCCC3)c1ccccc1	-8	1.1	-138	6	-0.56	13	0	-2	0
O=C(Nc1ccc2c(c1)CCC2)C1CCCN(c2ncccn2)C1 (stereo unspecified)	.	1.7	-23	5	0.5	.	-5	14	-3
COC(=O)/C=C1\NCCSC1=O	-10	1.1	-34	5	1	-9	9	-41	1
Cc1ccc(S(=O)(=O)NC(Cc2c[nH]c3ccccc23)C(=O)O)cc1 (stereo unspecified)	-4	.	-13	.	0.24	18	.	18	1
COc1cccc(C(C)NC(=O)Nc2cccc(C(F)(F)F)c2)c1 (stereo unspecified)	-19	.	0	.	-2.3	11	.	8	12
O=C(NCCOC(=O)C1COc2ccccc2O1)C1COc2ccccc2O1 (stereo unspecified)	-13	1	-28	8	-0.71	3	0	11	2
COc1ccc(NC(=O)N2CC(C)OC(C)C2)cc1OC (stereo unspecified)	-17	1	-22	-2	-0.43	8	-4	3	-5
Cc1cc(C)n(-c2nc3c(c(=O)[nH]c(=O)n3C)n2Cc2ccccc2)n1	-11	0.9	30	6	-0.19	-2	1	2	3
CCc1ccc(NC(=O)c2ccc3ncsc3c2)cc1	-21	1.9	-18	5	.	10	6	10	1
